# Screening results (PubChem)
# E coli WT exp: blocks growth of wild type E. coli BW25113; 0.15% of 98,000 active; growth inhibition, % at 100 µM; OD600 absorbance;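 active means growth inhibition above about 50% at one test dose, limit read from the data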;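 further: growth measured after 20 h incubation at 37 °C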
# HUVEC inhibit: blocks proliferation of human endothelial cells. HUVEC proliferation, CellTiter-Glo luminescence, 72 h; hits give low values. viability, % at 10 µM (by protocol). 1.1% of 86,000 active. AID 648;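 active means viability at or below 30%; inactive means viability above 30%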;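 further: 100% = median luminescence of DMSO-only cell control wells on each plate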
# PostGolgi ctrl: inhibits growth of the yeast control strain; efflux-deficient yeast background strain, growth absorbance A615, 16 h; inhibition, % at 10 µM; 5% of 98,000 active; AID 738
# PostGolgi yeast: growth inhibition of a yeast mutant, post-Golgi transport screen; post-Golgi transport phenotypic cell assay; inhibition, % at 10 µM; AID 739; 0.9% of 98,000 active;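 further: yeast cells grown in 1536-well plates; yeast grown about 18 h at 30C before absorbance read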
# Fibroblast inh: blocks proliferation of human lung fibroblasts; LL 47 human lung fibroblast viability, ATP luminescence; hits give low values; viability, % at 10 µM; AID 719; 1.1% of 85,000 active;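 active means viability at or below 50% in the single dose screen; inactive means viability above 50%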;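 further: compound exposure lasted 72 h before the ATP readout; 100% = median luminescence of untreated cell-only wells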
#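 Test system: LL 47 human lung fibroblasts / Quantity: 1,150 cells in each well / Medium: IMEM growth medium with 15% fetal bovine serum / Incubation: 72 h compound exposure at 37 °C after overnight plating / Detection: CellTiter-Glo luminescence measuring cellular ATP / Read-out: % viability versus median cells-only luminescence / Benchmarks: cell-only wells, no compound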
# H69AR inhibit: blocks growth of human H69AR lung tumor cells. H69AR lung tumor viability, ATP luminescence, 72 h; hits give low values. viability, % at 10 µM. 6% of 85,000 active;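 active means viability at or below 40%; inactive means viability above 40%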;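 further: multidrug resistant small cell line overexpressing MRP-1 efflux transporter; 100% = mean luminescence of untreated control wells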
# S1P2 ag: activates the human S1P2 receptor. O95136. S1P2-expressing cell line, agonist reporter read-out. activation, % at 4.5 µM. 0.46% of 97,000 active; in the data active means activation above about 16%;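 further: 0% = vehicle low control and 100% = maximal reference agonist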
# Target sequence (O95136 whole entry, looked up): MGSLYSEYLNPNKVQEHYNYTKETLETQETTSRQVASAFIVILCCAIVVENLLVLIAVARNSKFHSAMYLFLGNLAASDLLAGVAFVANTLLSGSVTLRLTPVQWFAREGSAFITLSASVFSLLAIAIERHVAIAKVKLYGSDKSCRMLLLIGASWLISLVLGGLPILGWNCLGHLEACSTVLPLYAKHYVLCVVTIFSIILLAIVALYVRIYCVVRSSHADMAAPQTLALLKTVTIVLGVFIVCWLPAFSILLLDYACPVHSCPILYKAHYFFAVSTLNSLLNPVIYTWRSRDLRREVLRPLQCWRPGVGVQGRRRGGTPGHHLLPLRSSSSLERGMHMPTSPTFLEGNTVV
# S1P2 antag: blocks the human S1P2 receptor; 0.21% of 97,000 active; cell-based S1P2 antagonist assay, inhibition at 5 uM; inhibition, % at 5 µM; AID 736; O95136; in the data active means inhibition above about 45%;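 further: CRE beta-lactamase reporter cells expressing human S1P2 stimulated with S1P; 0% = agonist at EC80 alone and 100% = agonist plus reference antagonist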
# DAT uptake mod: changed human dopamine transporter uptake under cocaine IC80; B-score at 10 µM; Q01959; 1.3% of 110,000 active; LLC-PK1 hDAT cells, [14C]-dopamine uptake with cocaine IC80; actives deviate in either direction;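 active means Z score or B-score, a plate-position-corrected score, falls beyond the plate's 99.7% confidence bounds, in either direction; inactive means both scores lie inside the 99.7% bounds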;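 further: scored against the spread of the other compound wells on the same plate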
# Target sequence (Q01959 whole entry, looked up): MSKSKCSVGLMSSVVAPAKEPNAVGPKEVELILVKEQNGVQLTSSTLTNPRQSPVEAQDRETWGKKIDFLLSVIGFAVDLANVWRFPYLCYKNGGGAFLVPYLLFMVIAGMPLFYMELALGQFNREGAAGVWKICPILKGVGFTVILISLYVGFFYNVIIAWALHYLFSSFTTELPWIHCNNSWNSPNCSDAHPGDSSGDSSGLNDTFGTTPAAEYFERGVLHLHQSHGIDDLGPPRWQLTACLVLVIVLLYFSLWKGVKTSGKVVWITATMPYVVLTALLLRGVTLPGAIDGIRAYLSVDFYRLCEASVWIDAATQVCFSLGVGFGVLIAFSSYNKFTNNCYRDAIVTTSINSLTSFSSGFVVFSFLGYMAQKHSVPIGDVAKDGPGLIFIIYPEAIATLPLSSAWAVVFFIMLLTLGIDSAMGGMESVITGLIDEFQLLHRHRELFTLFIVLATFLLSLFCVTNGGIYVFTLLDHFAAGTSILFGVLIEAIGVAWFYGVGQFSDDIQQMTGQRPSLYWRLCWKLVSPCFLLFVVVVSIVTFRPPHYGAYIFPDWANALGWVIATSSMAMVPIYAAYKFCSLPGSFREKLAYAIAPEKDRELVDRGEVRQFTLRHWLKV
# The depositor's hits bear a star; / = not tested or not shown; & = joins results of further samples. Unless noted, no stated cut-off is given here; in the data, active means inhibition above about 30%; inactive means the rest. Not a hit list; any-hit rate near 11%.
SMILES,E coli WT exp,HUVEC inhibit,PostGolgi ctrl,PostGolgi yeast,Fibroblast inh,H69AR inhibit,S1P2 ag,S1P2 antag,DAT uptake mod
Cc1c(NC(=O)c2ccc(F)cc2)c(=O)n(-c2ccccc2)n1C,9,99,-1,-5,93,75,-4,1,0.14
CCOc1ccccc1N(C)C(=O)C1CCN(S(=O)(=O)c2cccc3nonc23)CC1,-3,104,3,2,101,93,-1,4,0.016
CCOc1ccc(CN2CCN(S(=O)(=O)c3ccc(NC(C)=O)cc3)CC2)cc1OC,4,95,6,2,88,87,-7,9,-1.1
CCOC(=O)N1CCN(C(=O)CCc2c(C)nc3nc(C)nn3c2C)CC1,-10,98,3,1,101,97,1,17,-1.7
COc1ccc(-c2cc(CCCC(=O)NCCc3cc(OC)ccc3OC)no2)cc1,-7,102,11,-3,101,80,-5,4,/
CC(C)c1ccc(N2C(=O)CC(Sc3ncn[nH]3)C2=O)cc1 (configuration not stated),10,99,8,19,104,83,-10,8,-0.022
Cc1ccc(NC2=NC(c3ccccc3)n3c(nc(C)cc3=O)N2)c(C)c1 (configuration not stated),-7,104,5,-4,99,100,-5,-9,-1.4
Cc1cc(C=C2C(=O)c3ccccc3C2=O)c(C)n1-c1ccc(Cl)cc1,-11,/,22,-7,/,/,-5,4,/
Cn1c(-c2ccc3c(c2)OCO3)cnc1NCc1cccc(Cl)c1,47,39,13,-3,89,33*,-6,-24,0.014
CC1=C(c2ccc(C)cc2)S(=O)(=O)N(CC(=O)O)C1=O,-6,107,8,-6,105,87,/,/,-0.65
O=C(Cn1c(=O)oc2cc(S(=O)(=O)N3CCCC3)ccc21)N1CCN(C2CCCCC2)CC1,1,93,8,8,93,90,-3,13,-0.73
Cc1ccc(C(=O)Nc2sc(C)c(-c3ccccc3)c2C(N)=O)cc1[N+](=O)[O-],-19,/,7,-6,/,/,-11,-14,-0.053
CCCC(=O)c1ccc(-c2ccccc2)cc1,-6,/,-2,5,/,/,-5,1,-0.7
Cc1ccc(N(CCC#N)C(=O)CSc2ccc3c(c2)OCCO3)cc1,6,98,13,-2,99,84,-7,4,-0.63
COc1ccccc1CNC(=O)C1CC(c2ccccc2[N+](=O)[O-])=NO1 (configuration not stated),5,/,13,-7,/,/,-2,-15,0.65
FC(F)(F)c1cccc(N2CCN(CC3CC=CCC3)CC2)c1 (configuration not stated),5,108,6,0,110,98,-1,0,/
COc1ccc(OCC(=O)Nc2ncc3c(n2)CC(C)(C)CC3=O)cc1,0,90,7,0,98,86,-6,-7,0.58
CCSc1nnc(NC(=O)COc2cccc3ccccc23)s1,-13,/,5,-10,/,/,-1,-2,0.59
O=S(=O)(NCc1ccc2c(c1)OCO2)c1cccc2cccnc12,0,102,3,5,95,103,-5,-3,1.4
CC1CCc2nn(CC(=O)NCCC3=CCCCC3)cc2C1 (configuration not stated),8,99,37*,-5,107,96,/,/,7.5*
Cc1ccc(NC(=O)CCn2c(=O)oc3ccccc32)cc1,-3,106,7,6,105,100,-7,-11,1
O=C(c1ccco1)N1CCN(C(=O)c2cnn3cccnc23)CC1,3,100,8,3,101,81,-5,-14,0.3
c1cn2c(NC3CCCC3)c(-c3ccc(N4CCOCC4)cc3)nc2cn1,-1,102,4,-1,96,69,/,/,1.3
O=C(COC(=O)c1ccc2c(c1)OCO2)NC1CCS(=O)(=O)C1 (configuration not stated),/,99,/,/,87,93,/,/,0.77
COc1ccc(Br)cc1S(=O)(=O)N1CCOCC1,0,88,2,-10,100,99,2,6,1
CCS(=O)(=O)N1CCN(C2CCC(C)CC2)CC1 (configuration not stated),0,/,2,7,/,/,-4,19,-0.62
O=C(CN1C(=O)c2ccccc2C1=O)Nc1cccc2cccnc12,4,98,29,-5,95,89,-5,-7,-0.032
CS(=O)(=O)N(CC(=O)NC1CCCCC1)c1cccc(Cl)c1,-4,95,13,-6,94,90,-3,-7,0.083
O=C(CN1C(=O)CCC1=O)Nc1nc(-c2cccs2)cs1,1,101,8,1,96,100,/,/,-0.95
O=C(Nc1ccc(Cl)cc1)N1CCCN(Cc2ccc(F)cc2)C1,36,66,0,-5,29*,39*,-1,10,-1.1
O=C(O)c1cc(-c2ccco2)nc2ccccc12,-3,100,-4,2,105,91,/,/,-1.1
CCn1c(SCc2nc3ccccc3c(=O)[nH]2)nnc1-c1ccncc1,-3,86,1,0,101,96,0,5,-0.058
CC(NCCC(c1ccccc1)c1ccccc1)c1ccccc1 (configuration not stated),/,26*,/,/,2.7*,0.2*,/,/,2.3
O=C(Nc1ccc2c(c1)OCO2)C1CCCCN1S(=O)(=O)c1ccccc1 (configuration not stated),-3,91,6,-2,96,79,-6,-9,-0.01
COc1cccc2cc(/C(C)=N/Nc3nc(-c4cc(C)ccc4C)cs3)c(=O)oc12,-6,/,9,15,/,/,-11,-12,0.77
Cc1sc2ncnc(SCC(=O)c3cccs3)c2c1C,-1,74,13,-1,83,92,-2,1,0.24
Cn1c(SCC(=O)Nc2nccs2)nnc1-c1ccco1,/,100,/,/,99,77,0,5,0.39
COc1nc2ccccc2c(=O)n1OCC(C)C,3,100,-2,12,101,106,-6,13,-0.081
COc1ccc(-c2coc3cc(O)ccc3c2=O)cc1OC,-7,92,13,8,110,85,0,3,0.003
Cc1[nH]c2ccccc2c1CN1CCc2ccccc2C1,1,79,18,6,63,35*,0,9,0.12
Cc1ccc(C(=O)N/C(=C\c2ccc(-c3cc(Cl)ccc3Cl)o2)C(=O)NCc2cccnc2)cc1,-23,/,9,1,/,/,-3,-9,/
CC(=O)Cc1nsc(NC(=O)c2ccco2)n1,-16,/,1,1,/,/,-3,-18,0.098
O=C(c1oc(=O)c2ccccc2c1-c1ccccc1)N1CCC(O)CC1,1,103,2,-1,85,100,-2,11,0.53
Cc1ccc(C)c(NS(=O)(=O)c2ccc(OCC(=O)NCc3ccco3)cc2)c1,2,86,4,-2,106,94,-3,-3,0.45
Cc1cc(C(=O)NC(C)C2CCCO2)cs1 (configuration not stated),-6,93,11,-6,114,91,-8,-14,-0.55
CN(C)C(=O)c1ccc(-n2nc(C(F)(F)F)c3c2CCCC3)cc1,-2,/,-5,1,/,/,-3,-23,1.6
COc1ccccc1CN1CC(C(=O)NC2CCCCC2)CC1=O (configuration not stated),2,103,-1,-3,108,103,-3,13,-1.5
Cc1sc2nc3c(C(=O)N4CCN(c5ccccn5)CC4)cccn3c(=O)c2c1C,1,/,-4,-2,/,/,-7,-12,0.19
Cc1ccc(/C(N)=N/OC(=O)N2CCOCC2)cc1,12,/,6,-5,/,/,-8,11,-0.038
CC(=O)c1sc(NC(=O)c2cc3c(C)nn(-c4ccccc4)c3s2)nc1C,-4,97,0,-3,103,96,-5,-12,1.2

# The listing continues.
SMILES,E coli WT exp,HUVEC inhibit,PostGolgi ctrl,PostGolgi yeast,Fibroblast inh,H69AR inhibit,S1P2 ag,S1P2 antag,DAT uptake mod
COc1ccc(Cl)cc1NC(=O)N(C)Cc1c(C)nn(C)c1C,2,90,0,3,97,86,-5,6,-2.4
Cc1ccc(S(=O)(=O)N2CCCC(C(=O)NCc3cccnc3)C2)cc1Cl (configuration not stated),4,91,0,2,99,84,-3,1,-0.056
Cc1cccc(N2CCN(C(=O)C3CCN(c4nnc(-n5cccc5)s4)CC3)CC2C)c1 (configuration not stated),-18,/,5,6,/,/,/,/,0.35&1.3
N#Cc1nc(COc2ccccc2)oc1N1CCC(Cc2ccccc2)CC1,-15,101,40*,-5,100,96,-6,16,-1.1
COc1ccc2c(c1OC)C(=O)N1C(C(=O)O)Cc3c([nH]c4ccccc34)C21 (configuration not stated),4,86,12,7,90,91,/,/,0.23
O=c1cc(CO)oc(C(Nc2ccccn2)c2ccsc2)c1O (configuration not stated),0,84,2,4,92,87,-4,-9,-0.0088
O=C(O)c1cccc(S(=O)(=O)Nc2ccc3c(c2)OCO3)c1,/,97,/,/,96,86,/,/,-0.62
CCOC(=O)COc1cc(Br)c(C2NC(=O)NC(C)=C2C(C)=O)cc1OCC (configuration not stated),5,89,3,5,98,82,1,-16,-1.3
Cc1ccc(C)c(NC(=O)c2cc3c([nH]c4ccccc43)c(C)n2)c1,-7,/,1,2,/,/,-4,-6,-0.034
Cc1[nH]c(=O)[nH]c(=O)c1S(=O)(=O)N1c2ccc(F)cc2CCC1C (configuration not stated),5,/,4,-3,/,/,-1,5,0.77

# One compound at a time (already shown). Values in the order: E coli WT exp	HUVEC inhibit	PostGolgi ctrl	PostGolgi yeast	Fibroblast inh	H69AR inhibit	S1P2 ag	S1P2 antag	DAT uptake mod
# Profile of O=c1cc(CO)oc(C(Nc2ccccn2)c2ccsc2)c1O (configuration not stated) : 0	84	2	4	92	87	-4	-9	-0.0088
# Profile of CCOC(=O)COc1cc(Br)c(C2NC(=O)NC(C)=C2C(C)=O)cc1OCC (configuration not stated) : 5	89	3	5	98	82	1	-16	-1.3

# Just H69AR inhibit and S1P2 antag, for four of the compounds above:
Compound,H69AR inhibit,S1P2 antag
Cc1ccc(S(=O)(=O)N2CCCC(C(=O)NCc3cccnc3)C2)cc1Cl (configuration not stated),84,1
Cc1ccc(NC2=NC(c3ccccc3)n3c(nc(C)cc3=O)N2)c(C)c1 (configuration not stated),100,-9
COc1cccc2cc(/C(C)=N/Nc3nc(-c4cc(C)ccc4C)cs3)c(=O)oc12,/,-12
CCOc1ccccc1N(C)C(=O)C1CCN(S(=O)(=O)c2cccc3nonc23)CC1,93,4

# The listing continues.
SMILES,E coli WT exp,HUVEC inhibit,PostGolgi ctrl,PostGolgi yeast,Fibroblast inh,H69AR inhibit,S1P2 ag,S1P2 antag,DAT uptake mod
Cc1ccc2c(SCC(=O)NCc3ccco3)nc(-c3ccc(F)cc3)nc2c1,-6,75,5,-2,98,75,-8,8,0.35
CC(=O)Nc1ccc(S(=O)(=O)NCCN2CCOCC2)cc1,-18,94,0,-1,/,80,/,/,-0.46
CN1C(=O)c2ccc(S(=O)(=O)c3ccc(C(=O)O)cc3)cc2C1=O,1,96,-3,3,96,97,-11,-4,0.081
CCN(CC)c1ccc(-n2cc3c(=O)n(C)c(=O)n(C)c3c2)cc1,-2,56,8,6,95,55,/,/,0.34
Cc1ccccc1NC(=O)C1Cc2ccccc2C(=O)O1 (configuration not stated),0,104,8,5,102,102,-4,24,-0.62
CCc1ccccc1NC(=O)C1C(c2ccccc2)C1(Cl)Cl (configuration not stated),-3,/,6,-14,/,/,-6,14,-0.31
CC(C)=CCC/C(C)=C/CC/C(C)=N/O,10,110,4,-2,105,99,-1,-5,1
Cc1nc(SCC(=O)NCCc2ccccc2)n[nH]1,8,112,1,19,94,100,-1,4,1.3
Clc1cccc(Cl)c1CNC1CCCC1,1,/,7,0,/,/,-2,-23,-0.37
COc1ccc(OC)c(NC(=O)Cn2cc(C#N)c3cc(Br)ccc32)c1,1,70,26,4,98,63,-6,-3,-0.53
COc1ccc(-n2c(SCC(N)=O)nc3sc4c(c3c2=O)CCN(C)C4)cc1,8,91,-6,-4,99,102,/,/,-1.4
O=C(Nc1nnc(C2CCCO2)s1)c1cccs1 (configuration not stated),-5,96,14,-4,106,87,-6,-3,-0.1
O=C(Cn1nnc(-c2ccccc2NC(=O)c2ccccc2F)n1)NCc1ccco1,0,76,4,-2,85,75,-3,20,-0.54
CCC1CC(CSc2ncn[nH]2)OC1=O (configuration not stated),5,111,2,-2,100,100,-6,9,-1.3
O=C1NCCCC2c3cc(O)c4ccccc4c3OC12N1CCCCC1 (configuration not stated),3,3.4*,1,-11,106,20*,0,-5,-3.4*
CCOC(=O)CC(=O)Nc1c(C)cc(C)cc1C,2,99,2,1,107,93,-7,9,0.65
Cc1cccc2cc(CN(CC3CCCO3)C(=O)NC3CCCCC3)c(=O)[nH]c12 (configuration not stated),9,102,12,11,95,74,-9,-1,0.65
C/C(N)=C(/C#N)C(=O)COC(=O)c1cc(S(=O)(=O)N2CCCCC2)ccc1C,3,88,9,11,95,82,-7,1,/
C=CCOc1nc2c(c(=O)n(C)c(=O)n2C)n1C,1,/,-5,-4,/,/,-4,-3,0.97
COC(=O)c1c(C)nc2ccccc2c1C(=O)O,8,95,6,6,106,94,-2,2,/
OCCn1c(Cl)nc2ccccc21,/,102,/,/,100,101,-2,0,0.37
